S-ASM inh: inhibitors of human secretory acid sphingomyelinase; placental ASM, HMU-PC fluorogenic substrate, 60 min; 340,000 compounds, 0.006% hits; P17405; Potency, µM (highest dose often 57.5 µM), inactives show at the top dose activity change, negative = inhibition, hits mostly inhibitors; AID 504937; note: potency is the fitted concentration of half-maximal effect
Target sequence (P17405 47-631 limits assumed): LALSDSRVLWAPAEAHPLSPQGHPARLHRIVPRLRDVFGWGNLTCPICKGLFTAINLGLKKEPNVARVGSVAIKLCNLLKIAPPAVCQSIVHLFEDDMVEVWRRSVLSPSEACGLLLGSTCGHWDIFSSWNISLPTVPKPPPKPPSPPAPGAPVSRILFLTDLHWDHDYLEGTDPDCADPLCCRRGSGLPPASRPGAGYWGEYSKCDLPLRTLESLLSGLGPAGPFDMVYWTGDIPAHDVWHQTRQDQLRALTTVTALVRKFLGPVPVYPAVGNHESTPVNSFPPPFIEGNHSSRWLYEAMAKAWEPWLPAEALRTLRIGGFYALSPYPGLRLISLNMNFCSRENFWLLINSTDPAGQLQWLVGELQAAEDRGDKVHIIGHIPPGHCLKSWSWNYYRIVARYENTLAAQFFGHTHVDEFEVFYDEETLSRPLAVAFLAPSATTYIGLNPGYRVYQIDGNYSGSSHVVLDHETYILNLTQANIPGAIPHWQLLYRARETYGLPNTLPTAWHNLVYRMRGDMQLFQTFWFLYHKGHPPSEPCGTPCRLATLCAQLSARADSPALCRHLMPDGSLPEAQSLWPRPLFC
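Human placenta-derived ASM preincubated with compound 10 min at room temperature, then reacted with 9 uM (final) fluorogenic HMU-PC substrate for 60 min at 37 C. Stop solution raises pH to 10; fluorescence read at Ex 386/Em 447 nm.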
GALK inhibitor: inhibitors of human galactokinase; AID 1868; P51570; Purified GALK, Kinase-Glo residual ATP luminescence; 270,000 compounds, 0.007% hits; Potency, µM (top dose mostly 57.5 µM), for inactives: at the top dose activity change, negative = inhibition, hits mostly inhibitors; note: potency is the fitted concentration of half-maximal effect; % is set by controls: 0 for no effect and ±100 for the full control effect
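GALK at 5 nM final was combined with compound, 35 uM ATP and 100 uM galactose in HEPES pH8.0 with MgCl2 and DTT. The reaction ran one hour at room temperature before luminescent ATP detection.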
USP2a inh: blocks human ubiquitin-specific protease USP2a. O75604. USP2 core, Ub-CHOP2 coupled fluorogenic reporter, 485/531. Potency, µM (highest dose often 38.3 µM), inactives show at the top dose activity change, negative = inhibition, actives largely listed as inhibitors. 330,000 compounds, 0.01% hits. AID 463254;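 note: potency is the fitted concentration of half-maximal effect; plate controls were DMSO wells for no effect and full inhibition by NEM control for full effect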
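Cell-free coupled assay: 10nM USP2 core preincubated 30min RT with compound in Tris-HCl pH 8.0/CaCl2/CHAPS buffer, then 25nM Ub-CHOP2 and 25nM reporter substrate; fluorescence (Ex 485/Em 531) read after 60min RT, normalized to NEM inhibition, concentration-response curves fitted.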
Chronic BCR inh: blocks chronic active B-cell receptor signaling | ABC-DLBCL IkBa-CBG/CBR reporter, luminescence ratio, 4 h | Potency, µM (series often up to 46.1 µM), inactives show at the top dose ratio change, negative = lower green/red ratio, actives largely listed as inhibitors | 340,000 compounds, 0.05% hits; active = well fitted inhibition curve with a large enough effect in the signal ratio, with a control signal flat, not every such curve was filed as active; inconclusive = small, poorly fitted or top-dose-only effect, or effect the other way, or a change in a side signal; the % refers to the signal ratio;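 note: potency is the fitted concentration of half-maximal effect; plate controls were basal doxycycline-induced cells for no effect and cells given 10 µM MG132 for full effect; MG132 reads +100%, hits lower the ratio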
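Concentration-response series (up to 46 uM) were applied to TMD8 dual-reporter cells for 4 h at 37C with doxycycline. Green/red ratio, after filter-overlap correction, defined %Activity; red signal alone was normalised to basal cells and zero luminescence.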
MBNL1-CUG inh: MBNL1-poly(CUG) RNA binding inhibition. TR-FRET MBNL1-His/biotin-(CUG)12 binding, 665/545 ratio. 280,000 compounds, 0.036% hits. Potency, µM (series often up to 57.5 µM), for the others: at the highest dose activity change, negative = inhibition, hits mostly inhibitors; active = well fitted inhibition curve with a large enough effect in the signal ratio, with a control signal flat, not every such curve was filed as active; inconclusive = small, poorly fitted or top-dose-only effect, or effect the other way, or a change in a side signal; inactive = no such curve, though single readings can be large or run the other way; the % refers to the signal ratio; note: potency is the fitted concentration of half-maximal effect; % is set by controls: 0 for no effect and ±100 for the full control effect
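Ratiometric TR-FRET (665 over 545 nm, excitation 340 nm) tracks disruption of MBNL1-His/biotin-(CUG)12 complex after 60 min at room temperature, with compounds at 92 nM to 58 uM final.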
Menin-MLL TR inh: displaces Texas Red mutant MLL peptide from human menin | O00255 | Menin + Texas Red MLL mutant peptide, fluorescence polarization | Potency, µM (doses to about 61.6 µM), for inactives: at the top dose FP activity change, negative = inhibition, usual class: inhibitors | 270,000 compounds, 0.23% hits; active = well fitted inhibition curve with a large enough effect in the polarisation, with a control signal flat, not every such curve was filed as active; inconclusive = small, poorly fitted or top-dose-only effect, or effect the other way, or a change in a side signal; inactive = no such curve, though single readings can be large or run the other way; the % refers to the polarisation; note: potency is the fitted concentration of half-maximal effect; % of control where 0% means no effect; many of its hits are not listed in these tables
PKM2 act: PKM2 (human) enzyme activation | P14618 | purified PKM2, Kinase-Glo ATP luminescence, activation; response scale: 0% is enzyme alone, no compound | Potency, µM (highest dose often 57.5 µM), for the others: at the highest dose activation, actives largely listed as activators | 260,000 compounds, 0.34% hits; note: potency is the fitted concentration of half-maximal effect; % is set by controls: 0 for no effect and ±100 for the full control effect; nearly all actives have a fitted effect of over 55% in size
Target sequence (P14618 whole entry, looked up): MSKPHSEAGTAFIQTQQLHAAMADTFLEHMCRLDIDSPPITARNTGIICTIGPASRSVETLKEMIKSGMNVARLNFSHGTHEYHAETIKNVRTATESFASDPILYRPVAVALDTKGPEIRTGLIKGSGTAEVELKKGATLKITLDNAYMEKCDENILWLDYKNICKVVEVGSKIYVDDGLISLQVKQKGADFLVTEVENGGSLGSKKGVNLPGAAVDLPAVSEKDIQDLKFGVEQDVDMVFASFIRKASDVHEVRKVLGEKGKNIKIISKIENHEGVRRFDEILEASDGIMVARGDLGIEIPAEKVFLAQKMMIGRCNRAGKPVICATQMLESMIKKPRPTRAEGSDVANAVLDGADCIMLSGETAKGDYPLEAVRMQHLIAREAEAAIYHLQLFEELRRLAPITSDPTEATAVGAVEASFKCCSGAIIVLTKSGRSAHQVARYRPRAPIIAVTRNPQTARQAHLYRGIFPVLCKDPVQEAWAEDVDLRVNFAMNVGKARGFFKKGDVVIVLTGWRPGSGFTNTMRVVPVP
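hPK-M2, >95% pure; 0.1 mM ADP / 0.5 mM PEP final; imidazole pH7.2 buffer w/ 7 mM MgCl2, 50 mM KCl; 1 h RT; Kinase-Glo lum. Intermediate enzyme activity for dual inhibitor/activator qHTS.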
TSHR antagonist: antagonists of human thyroid stimulating hormone receptor; P16473; activity change, negative = inhibition, % at 11.5 µM; 330,000 compounds, 0.2% hits; AID 504810; TSHR-expressing cells, TSH-stimulated cAMP HTRF, 2 h; active compounds read low;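 active = activity change below a set negative limit, meaning inhibition stronger than a set level, cut at about -70% in these data; inconclusive = activity change between two set negative limits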; note: % is set by controls: 0 for no effect and ±100 for the full control effect
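Read-out is FRET at 665 nm (cryptate excitation 337 nm) from a cryptate-tagged anti-cAMP antibody, competed by cell cAMP against cAMP-d2. Compounds are tested on freshly harvested TSHR cells challenged with 4nM TSH (EC80) for 2 hours at 37 deg C.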
hERG WT inh: inhibitors of human wildtype KCNH2 potassium channel; AID 720551; U2OS, BacMam KCNH2, thallium flux FluxOr; active compounds read low; Q12809; activity change, % at 1.84 µM; 340,000 compounds, 0.37% hits;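 active = maximum activity change below -70%; inconclusive = maximum activity change between -70% and -50%; inactive = maximum activity change above -50%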; note: % is set by controls: 0 for no effect and ±100 for the full control effect
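U2OS cells transduced with wild-type KCNH2 virus are loaded with FluxOr dye for 45 min, and thallium flux is measured in kinetic reads before and after stimulation buffer. Rate constants are normalized to DMSO controls.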
Eya2 phos inh: Eya2 (human) phosphatase inhibition. O00167. recombinant Eya2, OMFP fluorescence dephosphorylation (OMFP is methylfluorescein phosphate). 330,000 compounds, 0.006% hits. Potency, µM (highest dose often 76.9 µM), for inactives: at the top dose activity, negative = inhibition, hits mostly inhibitors. AID 488837; note: potency is the fitted concentration of half-maximal effect; % is set by controls: 0 for no effect and ±100 for the full control effect
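Eya2 protein (added as 0.2 uM solution) was preincubated with compound for 10 min at ambient temperature in 50 mM HEPES pH 7.5, 50 mM NaCl, 5 uM MgCl2, 0.05% BSA, 1 mM DTT. OMFP (added at 50 uM) then reacted 10 min; fluorescence read at 485/525 nm.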
Mito fusion yeast: mitochondrial division inhibition or fusion activation; S. cerevisiae fusion-defective mutant growth rescue, CellTiterGlo 48 h; Potency, µM (highest dose often 46.1 µM), for the others: top-dose growth rescue (activation), usual class: activators; 320,000 compounds, 0.23% hits;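 note: potency is the fitted concentration of half-maximal effect; % of control where 0% means no effect; nearly all actives have a fitted effect of over 45% in size; temperature-sensitive fusion mutants such as fzo1-1 at 37 °C on non-fermentable ethanol glycerol medium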
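Growth-rescue viability read-out: after 48 h at the non-permissive 37C in glycerol/ethanol YPEG, yeast mitochondrial fusion mutants are measured by CellTiterGlo luminescence; compounds (23 nl pinned per well) restoring growth score as division inhibitors or fusion activators.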
* marks the source's active call; other numbers are inactive results; ? = inconclusive; nt = no result given; & = joins results of further samples; [ ] = another dose, or the depositor's remark. Unless noted, calls come from the whole dose curve; as a rule, active = well fitted curve in the direction sought with a large enough effect; inconclusive = small, poorly fitted or top-dose-only effect, or another doubt; inactive = no such curve, though single readings can be large; an effect the other way counts as inactive or inconclusive. Only part of the results is shown. The share of hits here may be higher or lower than overall.

SMILES	S-ASM inh	GALK inhibitor	USP2a inh	Chronic BCR inh	MBNL1-CUG inh	Menin-MLL TR inh	PKM2 act	TSHR antagonist	hERG WT inh	Eya2 phos inh	Mito fusion yeast
O=C(NCCc1ccccc1)C(=O)NCC1OCCCN1S(=O)(=O)c1cccs1 (stereo not drawn)	2%	-2%	10%	?	6%	-12%	-2%	-41	-12	10%	1%
CCOc1ccc(NC(=O)C2CCN(C(=O)C3CC(=O)N(c4ccc(C)cc4)C3)CC2)cc1 (stereo not drawn)	-3%	0%	-1%	4%	-4%	9%	0%	1	2	-15%	-2%
O=C(c1cc(COc2ccc(F)cc2F)on1)N1C[C@H]2CC[C@H]1C2	7%	-4%	-1%	0%	-1%	nt	-3%	-19	-5	3%	-3%
CCOC(=O)c1ccccc1NC(=O)Nc1ccc(OC)c(OC)c1	-7%	-4%	1%	8%	-2%	-8%	0%	9	-40	17%	-1%
CC(C)(C)c1ccc(OCCCNC2CCCC2)cc1	2%	8%	0%	?	-7%	?	-1%	6	60	-2%	0%
CCCCCCN(C(=O)CCCCCN1C(=O)NC(c2ccc([N+](=O)[O-])cc2)C(C(=O)OCc2ccccc2)=C1C)C(C(=O)NCCCC)C1CCCCC1 (stereo not drawn)	1%	nt	0%	3%	nt	nt	nt	8	-8	-1%	nt
O=C(O)CSCCn1cccn1	1%	3%	-5%	-1%	-6%	3%	-5%	10	-5	1%	0%
O=C(CNC(=O)c1cccc(Cl)c1)N/N=C/C=C/c1ccccc1	0%	nt	1%	1%	-1%	12%	-17%	24	1	-5%	5%
Cc1ccc(NC(=O)c2cc3ccccc3oc2=N)cc1	7%	-1%	4%	?	8%	-10%	nt	8	-2	-9%	6%
CC(C)N1C/C(=C/c2cccnc2)C(=O)/C(=C/c2cccnc2)C1	-4%	nt	3%	?	?	0%	-1%	19	7	6%	-2%
c1ccc(Cn2nc(-c3ccccc3)nc2-c2ccccc2)cc1	-9%	0%	2%	?	nt	8%	-9%	8	13	-14%	12%
O=C(NCCCN1CCCC1=O)C1CCC(CNS(=O)(=O)c2ccc(Cl)cc2)CC1 (stereo not drawn)	0%	6%	0%	7%	-4%	-9%	3%[0.46 µM]	27	-5	-15%	-7%
O=C(CCC(=O)Nc1ccc(F)cc1)N/N=C/c1cccs1	-1%	-3%	4%	0%	?	-11%	-2%	-6	4	-4%	0%
COc1cc(CN2CCC(CO)(Cc3cccc(C(F)(F)F)c3)CC2)ccc1F	1%	6%	-5%	?	-1%	nt	-14%	20	16	-5%	5%
CCc1cccc(C)c1NC(=O)CCCSc1nc2ccccc2s1	-1%	2%	2%	7%	22%	-13%	6%	-8	-11	-3%	-8%
Cc1cc(NC(=O)c2cc(-c3ccccc3)on2)no1	2%	-2%	1%	5%	-10%	7%	-13%	18	-1	9%	-2%
COc1ccc(N=C2C(=O)Nc3ccccc32)cc1	13%	6%	0%	-9%	?	0%	-4%	5	-13	10%	7%
NS(=O)(=O)c1ccc(CNS(=O)(=O)c2ccc3ccccc3c2)cc1	0%	1%	-2%	2%	2%	nt	1%	5	0	2%	2%
O=C(NCCN1CCOCC1)C1CCN(S(=O)(=O)N2CCCC2)CC1	-1%	6%	2%	-8%	6%	0%	0%	3	nt	-21%	6%
COc1ccc(-c2cc(C(F)(F)F)nc(SCC(=O)NCc3cccs3)n2)cc1OC	183%[activator]	0%	0%	-2%	22%	0%	-1%	1	-5	-1%	16%

Structural class, the compounds so far containing a thiophene ring, fused or not.
SMILES	S-ASM inh	GALK inhibitor	USP2a inh	Chronic BCR inh	MBNL1-CUG inh	Menin-MLL TR inh	PKM2 act	TSHR antagonist	hERG WT inh	Eya2 phos inh	Mito fusion yeast
O=C(NCCc1ccccc1)C(=O)NCC1OCCCN1S(=O)(=O)c1cccs1 (stereo not drawn)	2%	-2%	10%	?	6%	-12%	-2%	-41	-12	10%	1%
O=C(CCC(=O)Nc1ccc(F)cc1)N/N=C/c1cccs1	-1%	-3%	4%	0%	?	-11%	-2%	-6	4	-4%	0%
COc1ccc(-c2cc(C(F)(F)F)nc(SCC(=O)NCc3cccs3)n2)cc1OC	183%[activator]	0%	0%	-2%	22%	0%	-1%	1	-5	-1%	16%

Continuation.
SMILES	S-ASM inh	GALK inhibitor	USP2a inh	Chronic BCR inh	MBNL1-CUG inh	Menin-MLL TR inh	PKM2 act	TSHR antagonist	hERG WT inh	Eya2 phos inh	Mito fusion yeast
O=[N+]([O-])c1ccc(NC(=S)N2CCc3ccccc3C2)cc1	-9%	-4%	-2%	?	?	?	-10%	-7	-1	-3%	?
COc1ccc(CNC(=O)/C=C/c2cc([N+](=O)[O-])ccc2OC(F)F)cc1	3%	-1%	4%	-25%	7%	0%	2%	-4	-6	4%	1%
COc1ccc(CNC(=O)c2ccc(S(=O)(=O)N3CCOCC3)cc2)cc1	1%	nt	0%	0%	nt	nt	nt	-12	-2	-19%	1%
COC(=O)CNC(=O)C(Cc1c[nH]c2ccccc12)NC(=O)Oc1ccccc1 (stereo not drawn)	2%	4%	1%	0%	-8%	nt	-11%	7	-2	-9%	2%
O=C(Cc1ccc([N+](=O)[O-])cc1)N/N=C/c1ccc([N+](=O)[O-])o1	-11%	8%	4%	-5%	?	?	0%	2	-3	10%	1%
C=C(C)C1(O)OC(=O)C=C1OC (stereo not drawn)	1%	-2%	-1%	?	-1%	-11%&2%	1%	-2	-1	-4%	0%
CCOc1ccc(-n2cnnn2)cc1S(=O)(=O)NC1CC1	1%	0%	0%	2%	-4%	3%	1%	1	-13	-4%	4%
Cc1ccc(C)n1-c1ccc(-c2nnco2)cc1	nt	-1%	0%	0%	3%	12%	2%	11	nt	-20%	2%
C=C(c1ccccc1O)n1ccnc1	-1%	6%	-6%	4%	-5%	-4%	nt	3	-25	0%	3%
Cn1c(/C=C/N2CCOCC2)c(C(=O)c2ccc(Br)cc2)c(=O)n(C)c1=O	5%	0%	nt	nt	-4%	2%	-4%	nt	-7	nt	-3%
COc1cc(C(C)=O)ccc1OCC(=O)Nc1ccccc1N1CCCCC1	-5%	nt	3%	1%	nt	nt	nt	2	14	8%	26%
CCC(=O)c1ccc(SC(=O)N(C)C)cc1O	15%	nt	4%	1%	3%	nt	-4%	-2	-1	-26%	-2%
O=C(Nc1ccc2c(c1)OCO2)c1ccc(S(=O)(=O)NCC2CCCO2)cc1 (stereo not drawn)	5%	0%	2%	-2%	-9%	-1%	-9%	7	-7	9%	-1%
CC(C)NC(=O)CN(c1cccc(Br)c1)S(C)(=O)=O	1%	-1%	2%	2%	-2%	1%	6%	-2	2	7%	-7%
COc1cccc(CC(=O)Nc2nc3ccccc3[nH]2)c1	2%	0%	1%	1%	-5%	?	-3%	-8	-2	2%	-1%
CC(C)(NC(=O)N1CCCC1)c1cccc(C(C)(C)NC(=O)N2CCCC2)c1	3%	4%	-1%	?	-3%	-9%	0%	-2	5	12%	1%
O=C(Nc1cccc(Cl)c1)Nc1ccccc1C(=O)O	3%	-1%	1%	?	-10%	nt	-11%	-12	6	3%	13%
Nc1nonc1-n1nnc(C(=O)N/N=C/c2cccnc2)c1-c1ccccc1	-2%	12%	1%	11%	225%[activator]	6%	7%	-6	17	-6%	-6%
O=C(N/N=C/c1cccs1)c1cc(-c2ccc3ccccc3c2)n[nH]1	-7%	3%	-7%	?	6%	-15%	-8%	3	0	-43%	?

Single entries from the list:
TSHR antagonist result of CCC(=O)c1ccc(SC(=O)N(C)C)cc1O → -2
TSHR antagonist result of Nc1nonc1-n1nnc(C(=O)N/N=C/c2cccnc2)c1-c1ccccc1 → -6

High-throughput results (PubChem BioAssay)
